Screening data deposited in PubChem by National Center for Advancing Translational Sciences (NCATS).
aSyn yeast rescue: alpha-synuclein toxicity suppression in yeast; AID 1347070; Potency, µM (top dose mostly 46.1 µM), without a hit: at the top dose growth rescue (activation), actives largely listed as activators; S. cerevisiae alpha-synuclein toxicity rescue, BacTiter-Glo growth, 24 h; actives 0.02% (n = 94,000); active = well fitted activation curve with a large enough effect; inconclusive = small, poorly fitted or top-dose-only effect; also: 0% is about no effect
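Growth restoration measured by BacTiter-Glo luminescence after 24 hr at 30 deg C; alpha-synuclein yeast, raffinose-pregrown to mid-log, were added at OD600=0.02 in galactose medium onto pinned compounds.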
Active calls of the source: *; ? = inconclusive; & = joins results of further samples; [ ] = dose if it differs, or a comment. Potency is read from the fitted curve at half-maximal effect. Only part of the results is shown. The share of hits here may be higher or lower than overall.

SMILES	aSyn yeast rescue
COc1ccc(NC(=O)c2cc(C3CC3)on2)c(OC)c1	-8.6%
COc1ccc(N2C(=O)c3ccc(C(=O)Nc4ccc(NC(C)=O)cc4)cc3C2=O)cc1	-1.3%
COc1cccc(Cn2nnc(C(=O)NCc3ccccc3Cl)c2N)c1	17.1%
CC(C)(C)Nc1nc2ccc([N+](=O)[O-])cc2o1	9.8%
CCS(=O)(=O)NCc1csc(-c2ccccc2)n1	4.1%
C=CCN1C(=O)C(=O)N(Cc2nc3ccccc3s2)C1=O	6.7%
CCc1nc2ccc(C(=O)NCCc3ccccc3OC)cc2nc1CC	-0.9%
Cc1ccc(-n2c3c(cc(-c4nc(-c5ccc(Cl)cc5)cs4)c2=O)C(=O)CC(C)(C)C3)cc1C	-9.5%
CCOc1ccc(/C=C/C(=O)Nc2sc3c(c2C(=O)OC)C(C(=O)OC)CC3)cc1 (stereo unspecified)	-86.2%[inhibitor]
C[C@@H]1CN([C@@H](C)CO)S(=O)(=O)c2ccc(Br)cc2O[C@H]1CN(C)C(=O)c1cccc(F)c1	9.6%
Cc1ccc([C@H]2N[C@]3(CCCN(Cc4ccco4)C3=O)[C@H]3C(=O)N(Cc4ccccc4)C(=O)[C@@H]23)cc1	-0.5%
COCCN1C(=O)c2[nH]nc(-c3cc(C)ccc3O)c2C1c1ccc(C(C)C)cc1 (stereo unspecified)	17.5%
COc1ccc(C(=O)NC2(C(F)(F)F)C(=O)NC(C)=C2C#N)cc1 (stereo unspecified)	1.1%
COCCCNc1oc(-c2ccc(COc3ccc(Cl)cc3)o2)nc1C#N	-11.0%
COc1cc(OC)cc(N2C(=O)N(CC(=O)c3ccc(F)cc3)c3ccccc3S2(=O)=O)c1	-8.8%
Cc1cccc(CN2CCN(CC(=O)NCCc3ccc(Cl)cc3)C2=O)c1	11.1%
C/C(Cn1nnc2ccccc21)=N\NC(=O)c1cccc(Br)c1	-6.6%
Cc1ccc(C)c(C(=O)CSc2nc3ccccc3c(=O)[nH]2)c1	8.2%
COc1ccc(S(=O)(=O)N2CCCCCC2)cc1N	-2.2%
Cc1ccc2c(CC(=O)Nc3cccc(Cl)c3C)coc2c1	-8.7%
CCOC(=O)C1=C(CS(=O)(=O)c2cccc(C(F)(F)F)c2)NC(=O)NC1c1cccc(OC)c1 (stereo unspecified)	-19.1%
CCOC(=O)c1c(CSc2ccccc2)n(C)c2ccc(O)c(CN3CCOCC3)c12	2.6%
CC(=O)NCCc1ccc(C(=O)COC(=O)c2cccs2)cc1	-9.2%
Cc1cc(N)n(-c2ccc(Cl)cc2)n1	-1.1%
CC(C)C(=O)NC1CC(=O)N(c2ccc3c(c2)OCCO3)C1 (stereo unspecified)	-7.1%
O=C(Nc1ncccc1O)c1ccc(NS(=O)(=O)c2ccc3[nH]c(=O)[nH]c3c2)cc1	-13.7%
Cc1ccccc1NC(=O)CCn1nc(-c2ccc(Cl)cc2)c2ccccc2c1=O	12.0%
CCCN(C(=O)C(=O)Nc1ccc2nc3n(c(=O)c2c1)CCCCC3)c1ccc(OCC)cc1	13.2%&4.7%
COC(=O)C(C(=O)Nc1ccccc1C)C1CCCCCC1 (stereo unspecified)	-4.8%
Cc1ccc(CN(Cc2cccn2-c2nnc(N3CCCC3=O)s2)C(=O)Nc2ccccc2C(F)(F)F)cc1	1.6%
O=C(Cn1ncc2c3ccccc3n(Cc3ccccc3F)c2c1=O)N1CCN(c2ccccn2)CC1	-3.9%
COc1ccccc1CN1C[C@@H]2C[C@@H](c3cccc(C)c3)N3CCC[C@@]23C1=O	1.7%
CCOC(=O)c1cccc(NC(=O)c2ccc3c(c2)nnn3C2CCCC2)c1	-14.8%
N#CCCN(Cc1ccncc1)C(=S)NC1CC2C=CC1C2 (stereo unspecified)	-4.4%
COc1ccccc1-c1nnc(SCC(=O)N2CCCC2)o1	3.3%
O=C(NCc1ccc(F)cc1)c1nnc(Cc2cccc(F)c2)o1	-3.3%
CC(=O)Nc1ccc(NC(=O)CN2C(=O)CC(c3ccco3)Sc3ccccc32)cc1 (stereo unspecified)	6.0%
CC(C)Cc1ccc(C(C)C(=O)Nc2ncccn2)cc1 (stereo unspecified)	3.0%
CN(C)S(=O)(=O)c1cccc(NC(=O)CCCSc2ccccc2)c1	-2.8%
CCOc1ccc(NC(=S)Nc2ccc(Br)cc2Cl)cc1	-1.7%
NC(=O)CCC(C(=O)O)N1C(=O)C2C3CCC(C3)C2C1=O (stereo unspecified)	-0.5%
CCOC(=O)c1c(S(=O)(=O)N2CCCC(C(=O)Nc3ncccc3C)C2)c(C)n(C)c1C (stereo unspecified)	-3.5%
Cc1ccc2[nH]c(=O)c3cc(C(=O)N4CCN(c5ccccc5F)CC4)sc3c2c1	1.9%
COc1ccc(-c2ccc(CCC(=O)O)n2-c2cc(Cl)ccc2O)cc1	16.0%
O=C(Cn1cnc2c(nnn2Cc2ccccc2)c1=O)c1ccc(Cl)cc1	-6.5%
O=C(NCCc1csc2nc(-c3ccc(F)cc3)nn12)c1cccc(C(F)(F)F)c1	?
COC(=O)CCNCCSc1nnc(-c2ccco2)n1Cc1ccccc1	10.1%
Cc1cccc(Cc2c(C)nc3nc(SCc4ccccc4F)nn3c2C)c1	1.3%
Cc1cc([N+](=O)[O-])nn1CCCC(=O)Nc1c(C)n(C)n(-c2ccccc2)c1=O	6.7%
COc1ccc(-c2nc3ccccc3s2)cc1NC(=O)c1cccc(F)c1	0.0%
Nc1nonc1C(=O)NCCNCc1ccc(Cl)c(Cl)c1	6.7%
Cc1cccc(C(=O)OCC(=O)N(CC(C)C)c2c(N)n(Cc3ccccc3)c(=O)[nH]c2=O)c1O	4.6%
Cc1cc(-c2ccc(S(=O)(=O)Nc3ccc(Cl)cc3C)cc2)on1	?
CCOc1cc2[nH]c(=O)n(CCCC(=O)N3CCN(c4cccc(Cl)c4)CC3)c(=O)c2cc1OCC	-9.1%
COc1cc(C(CC(=O)Nc2ccc(C)c(F)c2)N2Cc3ccccc3C2=O)cc(OC)c1OC (stereo unspecified)	4.6%
O=C(CN(Cc1ccccc1F)S(=O)(=O)c1ccc(Cl)cc1)NCC1CCCO1 (stereo unspecified)	2.6%
COc1ccc(NC(=O)CSc2cn[nH]n2)cc1OC	-9.5%
Cc1ccc(-c2c(C(=O)Nc3ccccc3C)c(C)[nH]c(=S)c2C#N)o1	6.2%
COc1ccc(NC(=O)CN2CCN(Cc3ccc(F)cc3)S2(=O)=O)cc1Cl	0.4%
CCOc1ccc2nc(N3CCCC(C(=O)Nc4ccc(CC)cc4)C3)sc2c1 (stereo unspecified)	-0.9%
Going on with the list:
SMILES	aSyn yeast rescue
CCS(=O)(=O)N1CCc2cc(C(=O)NCCc3ccccc3)ccc21	-6.8%
COc1ccc(C(CNc2nc(-c3cccnc3)nc3ccccc23)N(C)C)cc1 (stereo unspecified)	5.4%
COc1cc2c(cc1CNC[C@H]1O[C@@H](n3cc(C)c(=O)[nH]c3=O)C[C@@H]1O)OCO2	-0.9%
CCOc1ccccc1C(=O)Nc1ccc2nc(N(CC)CC)cc(C)c2c1	-3.4%
CCCCn1c(N)c(N(CCOC)C(=O)CSCc2ccc(Cl)c(Cl)c2)c(=O)[nH]c1=O	-5.1%
Cc1cc(C(=O)N/N=C/c2ccc3c(c2)OCO3)c2ccccc2n1	1.7%
O=C(NNS(=O)(=O)c1ccccc1F)c1cc(-c2ccccc2)n[nH]1	-11.4%
O=[N+]([O-])c1cc(-c2nc(-c3ccccc3)no2)ccc1NCC1CCCO1 (stereo unspecified)	3.5%
O=C(Nc1ccc(Cl)cc1C(F)(F)F)c1ccccc1Cl	4.6%
Cc1cccc(-c2nc3nc(C)cc(NC(C)c4ccccc4)n3n2)c1 (stereo unspecified)	-13.6%
CCOC(=O)c1[nH]c(C)c(CCC(=O)N2CCN(c3ccc(Cl)cc3)CC2)c1C	11.1%
COc1ccc(N2CCN(S(=O)(=O)c3ccc(C4CCCCC4)cc3)CC2)cc1	7.8%

Sorted by heavy-atom count (smallest number first): 6 of the compounds above
SMILES	aSyn yeast rescue
Cc1cc(C(=O)N/N=C/c2ccc3c(c2)OCO3)c2ccccc2n1	1.7%
Cc1cccc(-c2nc3nc(C)cc(NC(C)c4ccccc4)n3n2)c1 (stereo unspecified)	-13.6%
O=[N+]([O-])c1cc(-c2nc(-c3ccccc3)no2)ccc1NCC1CCCO1 (stereo unspecified)	3.5%
CCOc1ccccc1C(=O)Nc1ccc2nc(N(CC)CC)cc(C)c2c1	-3.4%
COc1ccc(N2CCN(S(=O)(=O)c3ccc(C4CCCCC4)cc3)CC2)cc1	7.8%
COc1ccc(C(CNc2nc(-c3cccnc3)nc3ccccc23)N(C)C)cc1 (stereo unspecified)	5.4%

(cont.)
SMILES	aSyn yeast rescue
CCCCOC(=O)c1ccc(NC(=O)c2ccc3c(c2)CCN3S(=O)(=O)c2ccccc2)cc1	-1.1%
O=C(Cc1ccccc1F)NCC(=O)Nc1ccccc1Br	-8.9%
O=C(c1ccccc1)c1cnc(-c2ccccc2)s1	-11.0%
COc1ccc(-n2c(SCC(=O)Nc3nnc(C)s3)nc3c([nH]c4ccccc43)c2=O)cc1	-0.9%
CC(C)N(Cc1nc(-c2ccc(Cl)cc2)no1)C(=O)c1ccco1	7.4%
O=C(COC(=O)c1cc(Cl)ccc1O)NCCC1=CCCCC1	17.3%
COc1ccc(-c2nc(CSc3nnc(C)n4c3cc3occc34)c(C)o2)cc1OC	9.6%
COc1cc(NC(=O)CCS(=O)(=O)c2ccc(Br)cc2)cc(OC)c1	1.4%
O=C(NCCS(=O)(=O)N1CCN(c2ccc(F)cc2)CC1)c1cccc(C(F)(F)F)c1	-11.8%
Cc1ccc(C)c(N2CCN(c3nc4ccc(C)cc4nc3-n3nc(C)cc3C)CC2)c1	3.0%
NC(N)=NS(=O)(=O)c1ccc(NC(=S)NC(=O)c2ccncc2)cc1	-3.6%
CC(OC(=O)CCCN=C1NS(=O)(=O)c2ccccc21)C(=O)Nc1ccccc1F (stereo unspecified)	1.6%

Compounds above containing a nitro group on carbon (3):
SMILES	aSyn yeast rescue
CC(C)(C)Nc1nc2ccc([N+](=O)[O-])cc2o1	9.8%
Cc1cc([N+](=O)[O-])nn1CCCC(=O)Nc1c(C)n(C)n(-c2ccccc2)c1=O	6.7%
O=[N+]([O-])c1cc(-c2nc(-c3ccccc3)no2)ccc1NCC1CCCO1 (stereo unspecified)	3.5%

The listing picks up, starting two compounds before the break.
SMILES	aSyn yeast rescue
NC(N)=NS(=O)(=O)c1ccc(NC(=S)NC(=O)c2ccncc2)cc1	-3.6%
CC(OC(=O)CCCN=C1NS(=O)(=O)c2ccccc21)C(=O)Nc1ccccc1F (stereo unspecified)	1.6%
COc1ccc2cc(-c3cn4c(n3)sc3cc(F)ccc34)c(=O)oc2c1	-14.8%
Cc1ccc(-c2csc(-c3c(N)c(C(=O)c4ccc5c(c4)OCO5)n4ccccc34)n2)cc1C	-4.0%
COc1ccc(-c2cc(C(F)(F)F)n3nc(C(=O)Nc4ccc(Cl)cc4C(F)(F)F)cc3n2)cc1OC	0.0%
CCn1c(C(C)NC(=O)c2cccc(C)c2)nc2ccccc21 (stereo unspecified)	7.0%
CCN(CC)S(=O)(=O)c1cccc(NC(=O)CNC2CCCCCC2)c1	-1.8%
O=C(CCc1nc2ccccc2c(=O)[nH]1)Nc1cccc(S(=O)(=O)N2CCOCC2)c1	-9.6%
CN(C(=O)c1ccncc1)c1ccccc1	-3.2%
O=C(NNc1ncnc2c1cnn2-c1ccccc1)c1cccc(Cl)c1	-6.7%
Nc1ccn(-c2ncc(C(F)(F)F)cc2Cl)c(=O)n1	7.9%
COc1cccc(CN2C(=O)c3ccccc3Sc3ccc(C(=O)N(C)Cc4ccccc4)cc32)c1	4.0%
COc1ccc(-c2nc3ccccc3s2)cc1NC(=O)c1cccc([N+](=O)[O-])c1C	-1.9%
CCOc1ccc(N2CC(C(=O)NCCc3ccc(F)cc3)CC2=O)cc1 (stereo unspecified)	0.7%

Individual results from above.
aSyn yeast rescue with COc1cc2c(cc1CNC[C@H]1O[C@@H](n3cc(C)c(=O)[nH]c3=O)C[C@@H]1O)OCO2 is entered as -0.9%
aSyn yeast rescue with O=C(Nc1ncccc1O)c1ccc(NS(=O)(=O)c2ccc3[nH]c(=O)[nH]c3c2)cc1 is entered as -13.7%
aSyn yeast rescue with COc1ccc(NC(=O)c2cc(C3CC3)on2)c(OC)c1 is entered as -8.6%
aSyn yeast rescue with Cc1ccc([C@H]2N[C@]3(CCCN(Cc4ccco4)C3=O)[C@H]3C(=O)N(Cc4ccccc4)C(=O)[C@@H]23)cc1 is entered as -0.5%

The list continues:
SMILES	aSyn yeast rescue
CCOC(=O)c1cc(-c2ccccc2)n(CCCC(=O)Nc2ccc(C)c(C)c2)c1C	-11.8%
FC(F)(F)c1cc(-c2cccc(Br)c2)nc2ncnn12	0.8%
CCc1nn2c(=O)cc(COC(=O)c3ccc(NC(=O)C4CCCCC4)cc3)nc2s1	-3.8%
O=C(NCC(=O)N1CCN(S(=O)(=O)c2ccccc2F)CC1)c1ccc2ccccc2c1	-8.9%
Cc1ccc(OCC(=O)NCCNC(=O)c2ccco2)cc1C	-3.7%
COc1cccc(CC(NC(C)=O)C(=O)NC2CCN(C(=O)c3ccc(Cl)cc3)CC2)c1 (stereo unspecified)	2.2%
COc1cccc(-c2noc(COc3ccc(C(C)(C)C)cc3)n2)c1	2.5%
COc1ccc(O)c(C(=O)c2cc(SCC(=O)O)c3nc4sc5c(c4c(=O)n3c2)CCCC5)c1	-19.6%
O=C(c1ccco1)N1CCN(C(=O)c2ccccc2OCc2ccc(Cl)cc2)CC1	10.3%
CCOc1ccc(N2CC(c3nc4ccccc4n3CCOc3ccc(CC)cc3)CC2=O)cc1 (stereo unspecified)	2.9%
Cc1ccc(NC(=O)NCCN2CCN(C(=O)Nc3ccc(C)cc3)CC2)cc1	16.6%
CCOC(=O)CSC(CC)C(=O)Nc1nnc(C(C)C)s1 (stereo unspecified)	-0.7%
COc1ccc(CNC(=O)c2cc3oc4ccccc4c3n2C)cc1OC	6.5%
O=C(CSc1ncnc2sc3c(c12)CCC3)N1CCOCC1	9.5%
O=C(O)c1cc(-c2cccs2)nc2cc3c(cc12)OCCO3	0.3%
